# From PubChem
# Tn7 DDE FP: inhibitors of Tn7 peptide binding to human fibrin DD(E); P02675; FP displacement of FITC-Tn7 peptide from fibrin DD(E); 0% = median of compound wells per plate; inhibition, % at 8.3 µM; hit rate 0.13% among 370,000;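 active = inhibition above the mean of compounds falling within the control limits plus 3 SD of them, cut at about 14% in these data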;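 note: 0% = plate median of compound wells and 100% = 10 µM Aha-Tn7 peptide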
# Target sequence (P02675 whole entry, looked up): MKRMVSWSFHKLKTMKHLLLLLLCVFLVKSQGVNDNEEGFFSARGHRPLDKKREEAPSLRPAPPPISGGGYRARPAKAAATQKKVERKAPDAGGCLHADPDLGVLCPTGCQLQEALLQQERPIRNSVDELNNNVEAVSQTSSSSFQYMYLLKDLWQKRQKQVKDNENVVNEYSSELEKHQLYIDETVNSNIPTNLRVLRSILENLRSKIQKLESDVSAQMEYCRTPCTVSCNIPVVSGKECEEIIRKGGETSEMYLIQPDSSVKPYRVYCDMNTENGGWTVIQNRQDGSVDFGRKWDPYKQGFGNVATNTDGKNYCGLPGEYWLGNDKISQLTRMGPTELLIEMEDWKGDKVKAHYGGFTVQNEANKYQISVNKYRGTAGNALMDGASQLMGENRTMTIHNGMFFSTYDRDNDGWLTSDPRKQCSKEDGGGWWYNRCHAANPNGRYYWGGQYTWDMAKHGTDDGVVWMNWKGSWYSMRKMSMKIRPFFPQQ
#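 Test system: human clot-derived fibrin DD(E) complex / Quantity: 2 µM final DD(E) protein / Incubation: 10 min plus 3 h, room temperature / Measured by: fluorescence polarization / Benchmarks: high control of 10 µM Aha-Tn7 peptide / Replicates: singlicate testing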
# SIAE primary: inhibitors of human sialic acid acetylesterase SIAE; Q9HAT2; SIAE FP-Rh probe binding, fluorescence polarization; inhibition, % at 9.66 µM; hit rate 0.69% among 370,000;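 active = inhibition above a cutoff: mean of compounds within the control limits plus 3 SD of those, cut at about 17% in these data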;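 note: 0% = plate median of compound wells and 100% = probe without SIAE protein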
# MBD2 DNA inh: MBD2-methylated oligo binding inhibition; Q9UBB5; TR-FRET, MBD2 binding to methylated oligonucleotide; inhibition, % at 4.4 µM; hit rate 0.31% among 370,000; AID 686964; in the data active = inhibition above about 13%
# Target sequence (Q9UBB5 whole entry, looked up): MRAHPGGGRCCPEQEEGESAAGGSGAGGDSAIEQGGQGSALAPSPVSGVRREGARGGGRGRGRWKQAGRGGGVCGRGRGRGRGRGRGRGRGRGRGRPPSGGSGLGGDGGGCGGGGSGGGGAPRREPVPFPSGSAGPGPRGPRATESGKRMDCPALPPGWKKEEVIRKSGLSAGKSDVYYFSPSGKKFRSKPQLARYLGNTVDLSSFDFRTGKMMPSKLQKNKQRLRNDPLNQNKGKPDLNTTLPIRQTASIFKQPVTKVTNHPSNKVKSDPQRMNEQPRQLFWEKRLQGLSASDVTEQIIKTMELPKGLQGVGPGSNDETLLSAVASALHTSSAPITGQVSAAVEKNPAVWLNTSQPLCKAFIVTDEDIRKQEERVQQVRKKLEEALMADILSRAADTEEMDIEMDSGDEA
# PRMT1 FP inh: inhibitors of human PRMT1; Q99873; recombinant PRMT1, activity-based probe fluorescence polarization; inhibition, % at 2.79 µM; hit rate 1.3% among 370,000; AID 652257;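 active = inhibition above about 21% made by adding two undisclosed values, limit read from the data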
# DDE Tn6 FP inh: DD(E)-Tn6 binding inhibition, primary FP screen. Fibrin DD(E) TRITC-Tn6 fluorescence polarization displacement. P02675. AID 720509. hit rate 0.21% among 370,000. inhibition, % at 8.3 µM;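 active = inhibition above a per-campaign cutoff: mean of compounds within control limits plus 3 SD, cut at about 15% in these data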;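 note: 0% = median of all compound wells on the plate and 100% = blocking peptide control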
# UHRF1 binding: human UHRF1 methylated DNA binding inhibitors; UHRF1 binding to methylated oligo, TR-FRET; inhibition, % at 4.4 µM; hit rate 0.75% among 370,000; AID 687016; in the data active = inhibition above about 21%;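 note: UHRF1 SRA domain binding a hemimethylated CpG hairpin DNA probe; 0% = median of test compound wells and 100% = reference inhibitor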
# TCR-CD3 inh: blocks the human TCR-CD3 interaction; TAMRA-labeled TCR probe fluorescence, biochemical; hit rate 0.37% among 360,000; inhibition, % at 9.4 µM; in the data active = inhibition above about 19%;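 note: recombinant mutant TCR 2C K166C tagged with TAMRA read by polarization; 0% = receptor in buffer alone and 100% = receptor with positive control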
# proKLK7 act: activates the human kallikrein-7 zymogen; P49862; purified proKLK7, EDANS-DABCYL substrate fluorescence; 100% is mature enzyme control, 0% vehicle; activation, % at 7 µM; hit rate 0.9% among 370,000;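 active = activation above the mean of all tested compounds plus 3 SD, computed per campaign excluding outliers beyond control limits, cut at about 13% in these data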
# LEDGF integ inh: blocks HIV-1 LEDGF/p75-dependent DNA integration | TR-FRET IN-LEDGF/p75 DNA integration, Eu/Cy5 | inhibition, % at 3.7 µM | hit rate 0.64% among 370,000;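 active = inhibition above the screen-wide mean plus 3 SD, cut at about 13% in these data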;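 note: signal is the Cy5 over europium emission ratio at 671 and 618 nm; 0% = plate median of compound wells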
# TDP2 absorb: blocks human TDP2 phosphodiesterase activity. recombinant TDP2, T5PNP hydrolysis, p-nitrophenol absorbance 415 nm. inhibition, % at 12.8 µM. hit rate 0.34% among 370,000;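 active = inhibition above the mean of all tested compounds plus 3 SD, set per campaign, cut at about 25% in these data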;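 note: 0% = DMSO with enzyme and 100% = buffer with substrate but no TDP2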
#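 System – recombinant human TDP2 · Quantity – TDP2 enzyme at 120 nM final · Doses – single concentration, 12.8 µM nominal, with 1% DMSO · Incubation – 2 h at 37 °C · Measured by – epi absorbance of p-nitrophenol freed from T5PNP by hydrolysis · Read-out – % inhibition relative to enzyme-containing and enzyme-free wells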
# Numbers without * were called inactive; nt = not tested or not shown.
SMILES,Tn7 DDE FP,SIAE primary,MBD2 DNA inh,PRMT1 FP inh,DDE Tn6 FP inh,UHRF1 binding,TCR-CD3 inh,proKLK7 act,LEDGF integ inh,TDP2 absorb
CCOC(=O)C1=C[C@@H](C(C)C)N(S(=O)(=O)c2ccc([N+](=O)[O-])cc2)[C@H]1c1ccccc1,0.4,-2.4,0.5,4.7,6.4,1.3,-4.7,0.2,3.5,-3.3
OC(COc1ccccc1)CN1CCN(CC(O)COc2ccccc2)CC1 (configuration not stated),-0.2,-1.7,-1.3,3.4,1.0,-0.3,1.9,-0.4,-1.5,1.0
O=C(CC1C(=O)NCCN1C(=O)Nc1ccccc1)Nc1cccc(C(F)(F)F)c1 (configuration not stated),0.9,-6.5,-5.0,-1.4,6.6,-0.7,4.9,-1.0,-2.2,3.8
Cc1cc2c(c(=O)n1Cc1ccccn1)C(C(C)C)C(C#N)=C(N)O2 (configuration not stated),10.4,-0.2,2.7,1.7,4.8,12.4,3.2,-1.9,16.9*,10.2
Cn1c(SCC(=O)N2CCCC2)nnc1-c1ccc2c(c1)OCO2,-1.6,-1.0,-2.9,1.1,-1.6,-2.1,9.3,0.0,0.2,2.0
C=CCCC(=O)N1CCC(n2nccc2NC(=O)c2ccc(OC)cc2)CC1,-0.7,5.9,-3.6,-1.9,4.1,0.2,7.8,0.8,0.1,3.4
Cc1cc(Cl)ccc1NC(=O)CN1C(=O)NC2(CCCC2)C1=O,-6.7,-2.1,0.6,-0.6,5.3,2.1,-10.1,-0.4,3.0,-3.8
COc1ccc(/C=N/NC(=O)c2cccc(C(=O)N/N=C/c3ccc(OC)cc3)n2)cc1,9.1,-10.3,-5.9,4.9,4.9,-2.5,5.2,0.8,-2.7,8.5
COC(=O)C(C)Sc1nc2ccsc2c(=O)n1Cc1ccccc1 (configuration not stated),-1.4,-3.5,-4.9,-0.7,2.5,-0.8,7.8,0.1,3.7,9.6
CC(C)CCNC(=O)C1CCN(S(=O)(=O)c2ccc3c(c2)CCC(=O)N3)CC1,-3.2,3.5,-5.0,2.5,-6.3,-0.3,5.6,-0.4,1.0,5.7
CC(C)n1nc(C(=O)Oc2cc(Cl)ccc2Cl)c2ccccc2c1=O,1.7,-2.1,6.5,-1.8,1.0,2.9,3.3,0.0,-1.1,5.2
Cc1nc2nc(SCC(=O)NCCCN3CCOCC3)nn2c(C)c1Cc1ccccc1,4.1,-4.2,6.0,0.2,-4.0,0.2,-10.3,-0.3,-1.7,6.1
CC(C)(C)c1ccc2c(c1)OC(C(=O)N/N=C/c1ccc[nH]1)CO2 (configuration not stated),-4.8,0.2,-0.9,1.7,1.1,-2.0,nt,nt,-0.1,-1.0
COc1ccc(CNC(=O)CN(c2ccc(OC)c(Cl)c2)S(=O)(=O)c2ccc(C)cc2)cc1,-0.2,-5.3,2.9,2.9,3.6,1.9,-3.9,0.1,-0.9,-4.8
CN(C(=O)COC(=O)C1=COCCO1)C1(C#N)CCCCC1,0.1,-6.1,-2.0,-2.5,8.9,-2.2,-2.2,-0.4,1.2,5.4

# Just PRMT1 FP inh, UHRF1 binding and DDE Tn6 FP inh, for three of the compounds above:
structure | PRMT1 FP inh | UHRF1 binding | DDE Tn6 FP inh
COC(=O)C(C)Sc1nc2ccsc2c(=O)n1Cc1ccccc1 (configuration not stated) | -0.7 | -0.8 | 2.5
COc1ccc(CNC(=O)CN(c2ccc(OC)c(Cl)c2)S(=O)(=O)c2ccc(C)cc2)cc1 | 2.9 | 1.9 | 3.6
Cc1cc(Cl)ccc1NC(=O)CN1C(=O)NC2(CCCC2)C1=O | -0.6 | 2.1 | 5.3

# Other structures follow.
SMILES,Tn7 DDE FP,SIAE primary,MBD2 DNA inh,PRMT1 FP inh,DDE Tn6 FP inh,UHRF1 binding,TCR-CD3 inh,proKLK7 act,LEDGF integ inh,TDP2 absorb
COC(=O)COc1ccc(=O)n(-c2ccccc2)n1,-1.3,12.7,5.1,-0.4,-6.0,-3.1,7.3,0.2,-0.2,-3.9
CCN(CC)C(=O)c1ccccc1NC(=O)c1cccc(S(=O)(=O)N(CC)CC)c1,-7.9,-3.7,1.6,0.3,-6.0,0.0,5.8,-0.8,1.9,-10.2
CC(C)(C)c1ccc(C(=O)NNC(=O)CNC(=O)c2cccs2)cc1,0.2,-6.1,-0.6,-1.7,-3.1,1.0,1.1,-0.6,3.4,4.5
c1cncc(-c2nc3cc4ccccc4cc3[nH]2)c1,-1.2,-8.6,-5.7,-1.9,-7.1,-0.2,-0.8,0.7,-1.1,10.9
CCC(C)(c1ccc(C(=O)OC)s1)c1ccc(C(=O)OC)s1,-0.9,-0.9,-4.3,2.1,-0.1,-0.4,5.0,0.5,-2.8,2.2
Cc1cc(Nc2ccc3c(c2)OCCO3)c2ccccc2n1,-4.7,6.7,3.5,-1.8,3.2,1.8,3.0,-0.2,1.1,0.4
C=CCOC(=O)c1ccc(-n2cnc(C)n2)nc1,0.8,-0.1,2.2,0.6,-12.4,3.5,-0.8,0.4,-3.5,0.1
CCC(c1nc2ccccc2[nH]1)n1c(=O)c(-c2cccnc2)nc2ccccc21 (configuration not stated),3.8,-0.7,-5.0,4.4,-10.4,-2.1,-9.4,1.7,2.1,5.7
COc1cc(/C=C/c2ccc(/C=C/c3cc(OC)c(OC)c(OC)c3)cc2)cc(OC)c1OC,-5.2,4.2,-1.1,-0.5,1.3,-1.9,6.9,-15.4,-2.8,4.7
CCOC(=O)c1[nH]cnc1C(=O)N1CCC(C)CC1,1.2,4.4,-0.6,0.3,-9.0,4.2,5.0,-0.1,0.5,-9.6
COc1cccc(NCc2nnc(SCC(=O)N(C)C3CCS(=O)(=O)C3)n2C2CCCCC2)c1 (configuration not stated),-2.5,6.5,-3.4,-3.5,-0.3,-2.5,5.1,-0.5,3.5,11.9
CCCN(Cc1nnc(-c2ccccc2Cl)o1)C(=O)c1cccc(S(=O)(=O)N2CCOCC2)c1,-1.9,3.5,6.3,-1.7,2.2,1.6,-0.9,0.3,1.2,0.3
CCOC(=O)C1(C(=O)OCC)NC(=O)CC1C(C)C (configuration not stated),2.8,-2.4,-4.1,-1.4,-0.7,-1.9,7.1,-0.5,-3.1,-6.0
Cc1ccc(C(C)CCN2CCC(n3nccc3NC(=O)c3ccccc3)CC2)o1 (configuration not stated),1.7,-5.7,2.6,5.5,5.5,-1.1,-3.9,-0.5,-6.2,-7.8
S=c1[nH]nc(-c2ccccn2)n1/N=C/c1ccc(Br)s1,7.1,5.5,-9.7,0.9,3.1,-4.9,10.0,-0.2,-0.6,4.0

# LEDGF integ inh: hit marks shown above.
SMILES,Tn7 DDE FP,SIAE primary,MBD2 DNA inh,PRMT1 FP inh,DDE Tn6 FP inh,UHRF1 binding,TCR-CD3 inh,proKLK7 act,LEDGF integ inh,TDP2 absorb
Cc1cc2c(c(=O)n1Cc1ccccn1)C(C(C)C)C(C#N)=C(N)O2 (configuration not stated),10.4,-0.2,2.7,1.7,4.8,12.4,3.2,-1.9,16.9*,10.2

# (continued)
SMILES,Tn7 DDE FP,SIAE primary,MBD2 DNA inh,PRMT1 FP inh,DDE Tn6 FP inh,UHRF1 binding,TCR-CD3 inh,proKLK7 act,LEDGF integ inh,TDP2 absorb
COCCNC(=O)c1cn(CCOC)c(=O)c2c1c1ccccc1n2C,-0.8,-2.0,0.5,-2.2,-2.2,-0.6,7.4,-0.7,0.4,1.0
CCOC(=O)C1CCN(c2nc3ccccc3nc2C(C#N)C(=O)OCCOC)CC1 (configuration not stated),0.0,5.9,0.8,-3.4,6.4,14.8,4.5,0.1,-2.4,-8.0
Cc1cccc(CS(=O)(=O)c2ncc(Cl)c(C(=O)NCc3ccc4c(c3)OCO4)n2)c1,6.2,7.9,-5.6,21.5*,-3.2,-1.4,-0.9,1.6,-1.6,1.3
COC(=O)c1sc(SC)c(S(=O)(=O)C(C)C)c1N/N=C(\C#N)C(=O)c1ccccc1,-7.5,4.3,-3.7,-2.0,6.5,-0.2,0.7,-0.7,-0.1,0.2
O=C(NCC1CC1)c1onc(CSc2ccc(F)cc2)c1C(=O)NCC1CC1,4.7,2.7,4.7,-3.5,-0.5,0.8,1.9,0.2,-2.6,-1.2
CN(C)c1ccc(NC(=O)CSc2nc(C3CC3)nc3ccccc23)cc1,-5.5,7.0,-3.8,-2.9,-4.5,-1.7,2.8,0.3,-1.8,11.1
O=S(=O)(NCC1(N2CCOCC2)CCCCC1)c1ccccc1Cl,-4.9,2.6,0.3,1.0,-2.5,1.6,-0.8,-0.2,2.3,-14.2
CCOC(=O)c1nn(-c2ccc(Cl)cc2)c(=O)c(C#N)c1C,2.2,3.4,-4.0,0.2,2.9,-3.1,6.1,-0.2,-1.7,4.7
CCCCNC(=O)C[C@H]1C[C@@]2(C(=O)OC)C(=C[C@H](C(C)C)O[C@@H]2C2CC2)N(Cc2ccc3c(c2)OCO3)C1=O,-5.0,2.7,4.9,-1.2,-6.5,-2.1,nt,0.2,-3.2,-2.5
Cc1ccc(NC(=O)C2C3CCC(O3)C2C(=O)O)cc1Cl (configuration not stated),-1.1,-1.5,0.4,2.0,2.5,1.6,5.5,-0.1,-6.2,-0.4
Cc1ccc(OCCCC(=O)Nc2nncs2)cc1,-0.7,6.0,-4.0,-0.1,-1.2,-1.4,-2.7,0.6,1.0,3.6
O=C(NCc1cccnc1)c1cc(C2CCCCN2C(=O)CCc2ccccc2)on1 (configuration not stated),-4.4,5.6,-5.9,0.0,1.4,2.2,-9.3,-0.1,7.2,-11.3
Cn1c(Sc2nc3ccccc3n2C)nc2ccccc21,-1.7,-5.7,1.4,3.0,6.8,1.6,-1.5,-0.4,0.8,2.3
CSc1nsc(SCC(=O)Nc2ccccn2)n1,-2.6,-1.0,-5.5,2.3,5.1,-3.3,1.1,0.3,1.3,8.2
CC(C)N(C(=O)CN1C(=O)NC(c2ccccc2)(c2ccccc2)C1=O)C(C)C,9.8,-9.4,3.2,3.9,1.6,5.0,-9.0,0.2,-7.0,5.7
CCOP(=O)(OCC)C(Nc1cccc(C)c1)c1ccc(F)cc1 (configuration not stated),2.1,14.7,2.7,-0.4,-0.8,-3.5,2.4,-0.1,2.0,6.0
CCOC(=O)c1ccccc1-n1c(C)cc(C2N=C(N)Nc3nc4ccccc4n32)c1C (configuration not stated),-7.6,7.9,4.5,-1.8,-0.1,0.9,-4.3,0.7,-5.0,-17.0
CCOC(=O)c1sc(=NC(=O)CCSc2ccccc2)n(C)c1C,-6.9,-2.0,-7.1,1.0,5.5,2.4,4.7,0.2,4.3,-2.3
COc1ccccc1Cn1c(C)c(C(=O)NCc2ccco2)sc1=O,-2.3,-4.4,-0.7,1.6,1.2,-2.0,2.3,0.4,-1.2,-4.2
COC(=O)c1cc2c(c3c4cc(OC)ccc4n(S(=O)(=O)c4ccccc4)c13)C(=O)N(Cc1ccc(C(F)(F)F)cc1)C2,2.2,-8.0,-4.8,0.9,3.0,-0.4,2.9,-0.2,-3.7,8.6
Cc1ccc(S(=O)(=O)N2CCN(Cc3ccco3)CC2)c(C)c1,0.4,-2.7,-0.2,2.9,-2.3,5.6,7.3,-0.1,-0.3,5.0
O=C(NCc1ccccc1CN1CCCC1)c1ccc(Cl)c(S(=O)(=O)N2CCCC2)c1,-7.0,-2.3,0.2,-1.8,5.6,2.8,6.5,0.2,5.7,-3.9
